# RGS7-Gao reg: human RGS7-Galphao interaction regulation. binding response (% of control), % at 10 µM. 220,000 tested, 0.35% active. AID 1439. P09471. Multiplexed bead flow cytometry, RGS7-Galphao binding; actives lie on both sides; in the data active means binding response below about 49% or above about 150%; inconclusive means no clear call, values can overlap the other calls; inactive means in between;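 further: fluorescent Galphao held in activated GDP-AlF4 state binding bead-coupled RGS7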
# ABCG2 block: inhibitors of human ABCG2 transporter, ABCB1 counter-screen; Q9UNQ0; IgMXP3 cells, JC-1 efflux, flow cytometry; inhibition, % at 6.6 µM; 190,000 tested, 0.1% active;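 active means inhibition above 80%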;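 further: 0% = DMSO and 100% = nicardipine control wells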
# Target sequence (Q9UNQ0 whole entry, looked up): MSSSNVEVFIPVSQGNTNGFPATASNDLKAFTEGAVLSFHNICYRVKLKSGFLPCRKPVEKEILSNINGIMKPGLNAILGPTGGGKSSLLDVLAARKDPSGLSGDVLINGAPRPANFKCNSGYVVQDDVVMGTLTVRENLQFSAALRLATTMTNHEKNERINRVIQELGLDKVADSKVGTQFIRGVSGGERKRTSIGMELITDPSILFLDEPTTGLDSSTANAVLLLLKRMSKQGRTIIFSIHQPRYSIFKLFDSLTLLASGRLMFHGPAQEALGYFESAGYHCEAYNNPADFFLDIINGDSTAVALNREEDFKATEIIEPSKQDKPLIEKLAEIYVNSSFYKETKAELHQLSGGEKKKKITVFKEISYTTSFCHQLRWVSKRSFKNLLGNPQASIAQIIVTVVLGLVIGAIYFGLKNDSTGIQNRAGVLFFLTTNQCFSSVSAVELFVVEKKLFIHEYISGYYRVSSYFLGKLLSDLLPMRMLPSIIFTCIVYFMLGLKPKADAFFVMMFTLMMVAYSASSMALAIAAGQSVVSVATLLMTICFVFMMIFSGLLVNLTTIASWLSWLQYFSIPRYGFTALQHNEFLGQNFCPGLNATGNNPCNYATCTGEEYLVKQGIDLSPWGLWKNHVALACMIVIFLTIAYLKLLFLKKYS
#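 Test system: IgMXP3 (ABCG2) plus far-red-tagged CCRF-Adr (ABCB1) cells. Reagent: JC-1 dye as substrate. Timing: 10 min exposure at 25 °C with rotation, no wash. Measured by: flow cytometric JC-1 green MFI at 530 nm. Read-out: percent efflux inhibition, scaled nicardipine 100% to DMSO 0%. Control set: nicardipine and DMSO wells.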
# Bim-Bfl-1: human Bim-Bfl-1 interaction inhibition. Q16548. Bead-based flow cytometry, Bim-Bfl-1 binding inhibition. inhibition, % at 10 µM. 190,000 tested, 0.12% active. AID 1008;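 further: 0% = wells without compound plus tracer and 100% = blocker peptide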
# Bcl-B Bim block: human Bim-Bcl-B interaction inhibition. Q9HD36. bead-based flow cytometry, Bim peptide-Bcl-B binding. inhibition, % at 10 µM. 190,000 tested, 0.073% active;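 further: 0% = tracer peptide without compound and 100% = reference inhibitor peptide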
# RGS4-Gao reg: modulates binding of RGS4 to human Galphao; P09471; 220,000 tested, 0.33% active; Multiplexed bead flow cytometry; actives lie on both sides; AID 1415; binding response (% of control), % at 10 µM; in the data active means binding response below about 49% or above about 150%; inactive means in between;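 further: fluorescent Galphao activated with aluminum fluoride binding bead-coupled RGS4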
# GSH fluor: compound fluoresces at 488/530 nm on GSH beads; GSH beads flow cytometry, compound fluorescence 488/530 nm; hits give high values; fluorescence (KMESF) at 10 µM; 190,000 tested, 0.25% active; in the data active means fluorescence above about 89;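 further: glutathione beads carrying GST-tagged Bcl family fusion proteins plus one bare bead set; values are compound well signal with DMSO vehicle wells as background; inactives centre near 16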
# Bcl-2 Bim block: inhibitors of Bim-Bcl-2 interaction, human; AID 950; P10415; inhibition, % at 10 µM; 190,000 tested, 0.06% active; Bead-based flow cytometry, Bim peptide-Bcl-2 binding; in the data active means inhibition above about 40%; inconclusive means no clear call, values can overlap the other calls;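 further: 0% = no compound wells with probe peptide and 100% = reference peptide inhibitor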
# Target sequence (P10415 whole entry, looked up): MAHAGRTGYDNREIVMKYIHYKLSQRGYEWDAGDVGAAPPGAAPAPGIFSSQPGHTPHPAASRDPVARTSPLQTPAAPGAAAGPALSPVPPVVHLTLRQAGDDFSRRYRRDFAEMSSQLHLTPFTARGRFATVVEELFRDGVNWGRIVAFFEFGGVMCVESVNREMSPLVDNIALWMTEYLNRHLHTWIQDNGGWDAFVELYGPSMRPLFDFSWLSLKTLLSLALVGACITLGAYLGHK
# RGS8-Gao: modulates binding of RGS8 to human Galphao. P09471. multiplexed bead flow cytometry; actives lie on both sides. response (percent of control binding), % at 10 µM. 220,000 tested, 0.34% active. AID 1423; in the data active means response below about 60% or above about 140%; inactive means in between;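 further: Galphao activated as the GDP aluminium fluoride complex binding bead-coupled RGS8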
# Bim-Bcl-W: human Bim-Bcl-W interaction inhibition. inhibition, % at 10 µM. 190,000 tested, 0.02% active. AID 952. bead-based flow cytometry, Bim peptide-Bcl-W binding;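 further: 0% = bound tracer without compound and 100% = peptide blocker; higher means less fluorescent Bim peptide bound to Bcl-W beads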
# Bcl-XL Bim block: human Bim-Bcl-XL interaction inhibition | Q07817 | Bim peptide-Bcl-XL binding, bead flow cytometry, fluorescence | inhibition, % at 10 µM | 190,000 tested, 0.04% active | AID 1007
# ABCB1 block: blocks JC-1 efflux by human ABCB1 transporter; P08183; CCRF-Adr cells, flow cytometry; inhibition, % at 6.6 µM; 190,000 tested, 0.067% active; AID 1326; in the data active means inhibition above about 40%;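 further: 0% = vehicle and 100% = reference inhibitor; higher value means more JC-1 retained so stronger ABCB1 efflux block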
# * hit, by the source's call; ? = inconclusive; / = not tested or not shown; + = active, no number; [ ] = dose if it differs, or a comment. Unless noted, no stated cut-off is given here; in the data, active means inhibition above about 40%. Compounds as they come; any-hit rate near 1.1%.
structure	ABCB1 block	Bim-Bcl-W	GSH fluor	Bcl-B Bim block	RGS7-Gao reg	RGS4-Gao reg	Bcl-XL Bim block	ABCG2 block	RGS8-Gao	Bcl-2 Bim block	Bim-Bfl-1
C#CCOc1nc(Nc2cccc([N+](=O)[O-])c2)nc(OCC#C)n1	0.6	0.0	10	-3.0	102.3	106.3	-5.0	9.9	99.5	-6.0	-3.0
CN(C)S(=O)(=O)c1ccc(Cl)c(NC(=O)COC(=O)c2ccc(O)cc2)c1	-0.2	-1.0	61	-5.0	95.7	100.8	-2.0	3.1	101.3	-5.0	-10.0
Cc1ccccc1OCCOc1ccccc1C=C(C#N)C#N	-0.1	-6.0	10	-12.0	98.4	95.7	-9.0	6.4	95.4	-13.0	-11.0
CCOc1ccc(/C=N/NC(=O)CNC(=O)c2ccc(S(=O)(=O)N3CCOCC3)cc2)cc1	0.0	2.0	21	0.0	99.0	101.6	0.0	-0.1	100.9	1.0	-6.0
Cc1cc(N2C(=O)C3CC=CC(C)C3C2=O)no1 (stereo not drawn)	0.5	-6.0	25	-9.0	102.1	102.7	-6.0	3.7	99.9	0.0	-3.0
Cc1ccc(CNC(=O)c2ccc(-n3cccc3)cc2)cc1	0.0	-1.0	4	0.0	85.2	92.4	3.0	0.0	91.4	3.0	-2.0
Fc1ccc2[nH]c3c(NCCN4CCOCC4)ncnc3c2c1	0.2	-1.0	10	-6.0	105.6	121.3	-1.0	2.6	110.7	-2.0	-11.0
CC(=O)OC(C(=O)NC1CCCCC1)c1ccc(Cl)c(Cl)c1 (stereo not drawn)	0.4	5.0	23	2.0	99.5	99.7	3.0	0.5	105.1	4.0	5.0
CC(=O)c1c(C)nc(-c2ccccc2)nc1N	0.2	-1.0	25	-5.0	97.9	99.3	0.0	0.4	101.7	0.0	-4.0
Cc1ccc(C)c(NC(=S)NNC(=O)c2ccc(Br)o2)c1	0.3	-2.0	13	-7.0	104.3	103.1	0.0	1.7	101.6	-3.0	0.0
CCN(CC)C(=O)CSC1=C(C#N)C(c2cccs2)C=C(C)N1 (stereo not drawn)	1.6	0.0	36	-11.0	88.4	82.0	0.0	3.8	87.9	-8.0	-8.0
Cc1cc(C)c(NC(=O)CN2CCN3CCCC3C2)c(C)c1 (stereo not drawn)	0.4	1.0	25	-7.0	92.5	99.8	0.0	2.1	101.8	-8.0	-9.0
Cn1c2c(c(=O)n(C)c1=O)C(CC(=O)Nc1ccc(F)cc1)C(=O)N2 (stereo not drawn)	-0.5	0.0	18	-4.0	102.0	100.0	-3.0	-0.8	96.6	-1.0	-1.0
O=C1CSC(c2cccc(F)c2)N1c1ccccc1F (stereo not drawn)	1.0	0.0	38	-5.0	100.2	98.4	-8.0	3.0	103.8	-5.0	-8.0
Cc1cc(C)c(S(=O)(=O)Nc2cccnc2)c(C)c1	0.2	0.0	13	-3.0	97.2	99.7	-2.0	1.7	100.9	-7.0	-11.0
CCCCN(C)C1=CC2=CC(=C(C#N)C#N)CCC2CC1 (stereo not drawn)	+	/	57	/	163.7*[activator]	146.5	/	84.9*	106.3	?	/
Cc1nn(CC#N)c(=O)n1-c1ccccc1	0.2	0.0	262*	-5.0	98.0	99.2	5.0	0.8	98.2	-6.0	-12.0
CCOc1ccc2nc(NC(=O)C(NS(=O)(=O)c3cccc4nsnc34)C(C)C)sc2c1 (stereo not drawn)	1.8	4.0	22	2.0	136.5	153.0*[activator]	4.0	0.6	131.2	1.0	2.0
CCCS(=O)(=O)c1nc(S(=O)(=O)c2ccc(C)cc2)c(NCc2ccco2)s1	1.1	4.0	10	6.0	102.5	100.2	8.0	-1.7	98.8	3.0	11.0
COc1ccc(CCN2C(=O)c3[nH]nc(-c4ccccc4O)c3C2c2ccc(C)cc2)cc1OC (stereo not drawn)	3.9	3.0	30	-9.0	102.2	100.8	-1.0	2.8	103.2	-2.0	-9.0
COc1cccc(-n2cnc3scc(-c4cccs4)c3c2=O)c1	0.0	-2.0	19	-3.0	97.6	96.3	0.0	0.1	94.7	-4.0	-2.0
COc1nc(-c2ccccc2)ccc1-c1noc(COc2ccccc2)n1	0.7	-1.0	24	-11.0	101.4	98.0	-2.0	5.5	99.2	-9.0	-16.0
Cc1ccc(SCC(=O)c2ccc[nH]2)cc1	0.6	-1.0	23	-3.0	100.6	100.8	-4.0	0.9	104.4	1.0	-3.0
CC(=O)c1cccc(NC(=O)C(OC(=O)/C=C/c2ccc3c(c2)OCO3)c2ccccc2)c1 (stereo not drawn)	-0.1	-1.0	14	-4.0	113.2	110.8	0.0	-1.2	116.6	-1.0	-2.0
CC(=O)c1cc2c(cc1N)OCO2	0.7	3.0	13	-2.0	102.1	108.2	2.0	1.3	102.6	-1.0	0.0
COc1ccc(NC(=O)CN(c2ccc(C)cc2)S(=O)(=O)c2c(C)nn(C)c2C)cc1OC	-0.2	0.0	16	-4.0	101.4	104.5	0.0	20.5	103.1	-5.0	-5.0
CCOc1ccc(CNc2ccc(CNc3ncn[nH]3)cc2)cc1	0.3	2.0	13	-1.0	?	97.1	0.0	2.6	99.5	0.0	-1.0
COc1ccc(CNC(=O)Cn2nc(C(F)(F)F)cc2C)cc1	0.1	-1.0	11	-4.0	100.1	98.4	-2.0	3.5	99.5	-4.0	-6.0
Cc1nn(CC(=O)O)c(=O)c2ccccc12	0.2	-1.0	263*	-5.0	108.0	108.2	4.0	1.1	104.5	-4.0	-13.0
Cc1onc(-c2ccccc2Cl)c1C(=O)OCn1nnc2ccccc2c1=O	0.7	-2.0	49	0.0	95.7	91.6	-4.0	1.6	99.8	0.0	-5.0
COc1ccc(NC(=S)Nc2ccc(S(N)(=O)=O)cc2)c(C)c1	-0.3	-5.0	9	-5.0	102.1	101.5	0.0	0.0	100.3	-4.0	-7.0
Cc1cccc(NC(=O)NCc2ccc3[nH]c(C)cc3c2)c1	-0.1	-1.0	10	-3.0	100.2	100.4	-5.0	0.1	99.5	0.0	-7.0
COc1ccc(-c2cc(C(F)F)n3ncc(C(=O)Nc4cccc(S(=O)(=O)N5CCOCC5)c4)c3n2)cc1	0.3	0.0	13	-3.0	?	96.4	1.0	-0.9	99.6	-3.0	-4.0
O=C(CSC1=NCCS1)NC(NC(=O)CSC1=NCCS1)c1ccccc1	-0.3	-4.0	16	3.0	?	99.6	-4.0	-0.8	101.2	0.0	1.0
O=C(Nc1ccccc1)O/N=C/c1ccccc1Cl	-0.2	-2.0	40	0.0	95.5	91.2	6.0	0.1	89.5	4.0	1.0
O=C(COc1ccc2ccccc2c1)N1CCN(C(=O)c2cccs2)CC1	0.2	0.0	60	6.0	105.0	98.7	0.0	2.0	97.3	5.0	10.0
CCOC(=O)CSc1nnc(NCC(=O)OC(C)C)c(=O)[nH]1	0.5	2.0	59	0.0	97.9	99.3	8.0	2.0	102.2	-1.0	2.0
COc1ccc(-n2nnnc2SCC(=O)Nc2cccc(C)n2)cc1OC	0.5	-1.0	6	0.0	94.5	99.2	0.0	5.3	102.9	1.0	0.0
O=C1C2C3C=CC(C3)C2C(=O)N1CNc1ccccc1 (stereo not drawn)	0.4	2.0	22	0.0	104.9	100.8	2.0	2.0	105.6	0.0	-3.0
O=C(c1ccc(N2CCCC2)c([N+](=O)[O-])c1)N1CCN(c2ccccn2)CC1	1.6	-2.0	12	-6.0	93.7	97.8	-5.0	23.7	98.4	-4.0	-6.0

# GSH fluor, what is marked active above
canonical_smiles,ABCB1 block,Bim-Bcl-W,GSH fluor,Bcl-B Bim block,RGS7-Gao reg,RGS4-Gao reg,Bcl-XL Bim block,RGS8-Gao,Bcl-2 Bim block,Bim-Bfl-1
Cc1nn(CC#N)c(=O)n1-c1ccccc1,0.2,0.0,262*,-5.0,98.0,99.2,5.0,98.2,-6.0,-12.0
Cc1nn(CC(=O)O)c(=O)c2ccccc12,0.2,-1.0,263*,-5.0,108.0,108.2,4.0,104.5,-4.0,-13.0

# Following part
structure	ABCB1 block	Bim-Bcl-W	GSH fluor	Bcl-B Bim block	RGS7-Gao reg	RGS4-Gao reg	Bcl-XL Bim block	ABCG2 block	RGS8-Gao	Bcl-2 Bim block	Bim-Bfl-1
Cc1ccc(C(C)C)c(Oc2nnnn2-c2ccccc2)c1	4.3	-2.0	21	0.0	103.2	103.7	0.0	36.7	103.7	-4.0	-1.0
O=C(NCc1ccncc1)C(=O)NCC(c1ccco1)N1CCN(c2ccccc2F)CC1 (stereo not drawn)	1.1	-2.0	5	-5.0	98.6	99.2	-4.0	5.4	101.0	1.0	-1.0
Cc1ccc(NC(=O)CSc2ncccn2)cc1F	0.9	1.0	20	0.0	98.4	101.6	0.0	13.3	101.2	-5.0	-6.0
CCOc1cc(/C=C\[N+](=O)[O-])ccc1OCC(=O)Nc1ccccc1C	0.3	0.0	25	0.0	97.5	102.9	0.0	1.5	88.3	0.0	0.0
Cc1csc2nnc(N)n12	-0.6	-5.0	28	-10.0	101.3	104.3	4.0	-0.6	101.3	-5.0	-11.0
CN(C)CCC1Sc2ccccc2Oc2ccccc21 (stereo not drawn)	0.2	0.0	17	1.0	104.3	110.0	-1.0	-0.7	98.2	2.0	3.0
Cc1noc(C)c1CSc1nnc2ccccn12	-1.2	-2.0	35	-13.0	97.6	101.0	-8.0	10.4	104.0	-4.0	-16.0
CC(C(=O)O)N1C(=O)C2C3CC(C2C1=O)C1C(c2ccccc2)c2sc(=O)[nH]c2SC31 (stereo not drawn)	-0.3	1.0	7	-4.0	99.9	98.1	1.0	-2.5	96.9	4.0	5.0
O=C(CCCC(=O)N(CC(=O)NC1CCCC1)Cc1ccccc1)Nc1ccccn1	0.3	0.0	13	1.0	101.0	103.1	0.0	0.9	101.1	0.0	-1.0
CCOc1cc2c(C)cc(=O)oc2cc1Cl	0.4	1.0	37	-5.0	98.2	101.3	0.0	6.8	100.9	-9.0	-13.0
O=C(COC(=O)C1Cc2ccccc2CN1C(=O)c1ccccc1Cl)Nc1ccc(N2CCOCC2)cc1 (stereo not drawn)	2.8	-1.0	9	0.0	92.7	92.3	-2.0	6.4	100.5	-2.0	-2.0
Cc1cc(C)n(-c2nc(SCC(=O)Nc3nccs3)c3c4c(sc3n2)COC(C)(C)C4)n1	2.6	-6.0	17	-8.0	99.9	106.6	-1.0	4.8	102.2	0.0	1.0
COc1ccc(-c2nn(-c3ccccc3)cc2C(=O)NC(=S)NNC(=O)c2ccncc2)cc1	-1.1	7.0	23	-15.0	99.2	101.5	-1.0	-2.1	100.2	1.0	3.0

# An excerpt from above with just Bcl-XL Bim block and RGS8-Gao:
canonical_smiles	Bcl-XL Bim block	RGS8-Gao
CCOc1cc(/C=C\[N+](=O)[O-])ccc1OCC(=O)Nc1ccccc1C	0.0	88.3
Cc1csc2nnc(N)n12	4.0	101.3
